# APJ agonist = agonists of human apelin receptor APJ, primary screen, CHO-K1 cells, PathHunter beta-arrestin, luminescence; P35414; 0% DMSO wells, 100% apelin; activation, % at 20 µM; 330,000 tested, 0.11% active; AID 2520, 2010;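 active = activation more than six SD over the plate average, tested at 20 µM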;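 also: 0% = DMSO alone and 100% = apelin-13 at 10 nM; some results filed as inactive read as strong as hits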
#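 Assay system – PathHunter CHO-K1 APJ (AGTRL-1) beta-arrestin reporter cells · Compound – one dose, 20 µM compound, 1% DMSO · Timing – compound 90 min 25 °C, reagent 1 h · Measured by – luminescence from split beta-galactosidase complementation, Galacton Star/Emerald II substrate · Measure – beta-arrestin recruitment to APJ as agonist activity, luminescent signal · Benchmarks – DMSO vs Apelin-13 10 nM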
# UPR XBP1 act = activators of adaptive XBP1 UPR arm, primary screen, cell-based, CHO-XBP1 luciferase reporter, luminescence, uHTS. IRE1-XBP1 UPR activation; percent of tunicamycin response, DMSO as zero. activation, % at 20 µM. AID 463104, 2010. 330,000 tested, 0.33% active;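 active = versus positive control, 20 µM dose yields 30% or more activation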;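 also: 100% = tunicamycin at 10 µg/mL and 0% = DMSO only wells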
#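 Signal: luciferase luminescence; Assay system: CHO-XBP1 luciferase reporter cells; Amount: one thousand reporter cells per well; Dosing: 20 µM single concentration, DMSO 1%; Benchmarks: high control tunicamycin 10 µg/mL final, low control DMSO vehicle only; Schedule: 6 h compound exposure at 37 °C, 5% CO2; Evaluation: percent activation relative to tunicamycin reference.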
# tim23-1 inh = growth inhibitors of tim23-1 mutant yeast, primary screen, luminescence, uHTS; S. cerevisiae tim23-1 growth, BacTiter-Glo luminescence, 24 h; inhibition, % at 20 µM; 330,000 tested, 1.3% active; AID 463212, 2010;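 active = growth inhibition of the mutant yeast at or above 50%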;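 also: temperature-sensitive mutant grown at 25 °C; plate controls were DMSO-treated mutant yeast for no effect and medium wells lacking yeast for full effect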
# Jurkat NFkB inh = inhibitors of induced NF-kB luciferase reporter, primary screen, TCR NF-kB activation inhibitor project, cell-based, luminescence, uHTS; Jurkat, PMA/ionomycin-induced NF-kB luciferase reporter; inhibition, % at 4 µM; 330,000 tested, 0.53% active; in the data active = inhibition above about 50%
# 697 NFkB inh = inhibitors of PMA/ionomycin-induced NF-kB reporter, 697 cells, primary screen, B-cell NF-kB inhibitor project, cell-based, luminescence, uHTS | 697 B-cell NF-kB luciferase reporter, 16 h | inhibition, % at 4 µM | 330,000 tested, 0.33% active | AID 435022, 2010; in the data active = inhibition above about 35%
# APJ antagonist = antagonists of human apelin receptor APJ, primary screen, CHO-K1 cells, beta-arrestin complementation, luminescence | P35414 | AID 2521, 2010 | 330,000 tested, 0.32% active | inhibition, % at 20 µM;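 active = inhibition above about 40% at 20 µM, limit read from the data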;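 also: cells challenged with 10 nM apelin-13 agonist together with compound; plate controls were apelin-13 plus DMSO wells for no effect and DMSO wells lacking apelin-13 for full effect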
# Mdm2 MdmX PPI = inhibitors of human Mdm2-MdmX association, primary screen, cell-based, luminescence, split luciferase, SaOS-2, uHTS | Protein Mdm4 (Homo sapiens) + E3 ubiquitin-protein ligase Mdm2 (Homo sapiens), … | SaOS-2 split-luciferase Mdm2/MdmX complementation | inhibition, % at 8 µM | 330,000 tested, 3% active;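 active = inhibition of at least 50% at 8 µM in the primary screen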
# Target sequence (O15151 whole entry, looked up): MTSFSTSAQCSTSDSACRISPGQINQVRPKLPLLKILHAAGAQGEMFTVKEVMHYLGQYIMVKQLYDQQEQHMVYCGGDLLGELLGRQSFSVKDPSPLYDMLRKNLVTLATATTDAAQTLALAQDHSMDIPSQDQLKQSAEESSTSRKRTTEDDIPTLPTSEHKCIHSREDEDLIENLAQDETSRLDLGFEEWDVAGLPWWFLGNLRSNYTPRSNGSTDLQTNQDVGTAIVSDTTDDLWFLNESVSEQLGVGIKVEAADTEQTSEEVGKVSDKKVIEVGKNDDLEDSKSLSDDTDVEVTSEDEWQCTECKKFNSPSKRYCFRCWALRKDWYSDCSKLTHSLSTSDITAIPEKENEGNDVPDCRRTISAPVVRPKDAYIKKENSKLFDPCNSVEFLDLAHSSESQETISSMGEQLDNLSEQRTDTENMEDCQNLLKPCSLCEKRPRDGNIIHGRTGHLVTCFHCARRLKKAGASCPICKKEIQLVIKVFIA
# Target sequence (Q00987 whole entry, looked up): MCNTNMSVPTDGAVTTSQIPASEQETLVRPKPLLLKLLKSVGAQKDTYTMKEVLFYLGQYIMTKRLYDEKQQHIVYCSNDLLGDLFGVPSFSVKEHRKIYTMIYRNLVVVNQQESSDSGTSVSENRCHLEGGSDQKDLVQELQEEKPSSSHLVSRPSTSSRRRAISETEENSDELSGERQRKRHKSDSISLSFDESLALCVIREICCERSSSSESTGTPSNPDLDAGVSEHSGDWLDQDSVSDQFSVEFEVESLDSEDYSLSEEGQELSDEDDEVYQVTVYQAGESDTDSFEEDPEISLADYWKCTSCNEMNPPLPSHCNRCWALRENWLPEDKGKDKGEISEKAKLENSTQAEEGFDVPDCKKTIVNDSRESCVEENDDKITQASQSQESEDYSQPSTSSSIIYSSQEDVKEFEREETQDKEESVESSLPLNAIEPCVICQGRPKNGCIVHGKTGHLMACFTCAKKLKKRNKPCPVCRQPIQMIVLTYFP
# UPR CHOP act = activators of apoptotic CHOP UPR arm, primary screen, cell-based, CHO-CHOP luciferase reporter, luminescence, uHTS. UPR activation; percent of tunicamycin response over DMSO baseline. activation, % at 10 µM. 330,000 tested, 0.34% active;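 active = at 10 µM dose, activation of 40% or more, normalized to positive control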;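 also: 100% = tunicamycin at 10 µg/mL and 0% = DMSO alone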
#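 System: CHO-CHOP luciferase reporter cell line | Buffer or medium: F12 medium containing 10% fetal bovine serum | Doses: One dose, 10 µM in 0.5% DMSO | Times: 6 h compound exposure at 37 °C after overnight seeding | Signal: Luciferase luminescence | Read-out: % activation vs tunicamycin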
# An asterisk follows results filed as active.
SMILES,APJ agonist,UPR XBP1 act,tim23-1 inh,Jurkat NFkB inh,697 NFkB inh,APJ antagonist,Mdm2 MdmX PPI,UPR CHOP act
COc1ccc([C@H]2CC(=O)C=C(c3cccc4c3Oc3ccccc3S4)C2)cc1,-3,-1,1,18,5,7,34,-2.3
FC(F)(F)c1cnc(Sc2nnc(-c3cccs3)n2CC2CCCO2)c(Cl)c1 (centres undefined),-6,0,15,-5,5,14,14,0.0
N#Cc1ccc(NC(=O)c2cc(=O)c3ccccc3o2)cc1,-2,2,-3,-4,7,10,37,1.6
CCN(CC)S(=O)(=O)c1ccc(N2CCN(CCO)CC2)nc1,-3,-2,3,0,1,-10,-14,0.1
O=C(Nc1ccc(N2CCCCC2)c(Cl)c1)c1ccc(N2CCOCC2)c([N+](=O)[O-])c1,-5,1,32,31,4,21,39,2.0
Cc1cccc(N2CCN(C(=S)NC3CCCCC3)CC2)c1C,-3,-3,-25,4,-14,10,37,1.6
S=c1[nH]c(-c2ccccc2)cn1/N=C/c1ccncc1,0,1,20,-16,2,-23,17,4.7
Cc1cc(C)c(NC(=O)CSc2nc3ccc(N4C(=O)c5ccccc5C4=O)cc3s2)c(C)c1,-3,2,-22,-9,-4,-5,8,-0.1
Cc1ccc(S(=O)(=O)N2CCN(C(=O)Cc3ccccc3)CC2)cc1,0,2,11,8,16,-8,25,-1.2
COc1ccccc1/C=C/C(=O)OCCN1C(=O)c2ccccc2C1=O,-2,-4,16,3,-7,1,6,-1.0
O=C1CN(C(=O)c2ccc(Cl)c([N+](=O)[O-])c2)c2ccccc2N1,-1,2,-1,6,9,41*,11,-1.2
Cc1ccc(NC(=O)CSCC(=O)O)c(C)c1,0,0,0,-10,0,3,-2,-0.7
O=C(c1nn2c(C(F)(F)F)cc(-c3ccco3)nc2c1Br)N1CCCc2ccccc21,-3,-2,33,3,-3,-8,57*,0.0
COc1cc(C(C[N+](=O)[O-])c2c(N)n(C)c(=O)n(C)c2=O)ccc1O (centres undefined),-1,4,48,15,7,-1,5,3.1
O=C(COC(=O)c1ccco1)Nc1ccc(N2CCOCC2)cc1,-9,0,-5,-2,-1,7,4,-0.1
CCNC(=O)c1cc2c(=O)n3cccc(C)c3nc2n(CCc2ccccc2)c1=N,-7,-2,2,-11,-38,17,10,1.3
N#Cc1ccc(S(=O)(=O)N2CCCN(c3ccc(C(F)(F)F)cn3)CC2)cc1,-5,-2,19,1,2,5,14,0.3
COc1ccc(Br)cc1CNc1ccc(N2CCOCC2)cc1,-1,5,33,-9,0,-3,-9,0.0
C=CCn1c(SC)nnc1-c1ccc2ncccc2c1,-5,-2,-9,-13,3,5,-6,1.0
COc1cccc(-c2nc(-c3ccc(Br)o3)no2)c1,-3,-1,12,-187,-250,-17,-18,1.1

# Molecules listed so far that have a nitro group on carbon (3):
SMILES,APJ agonist,UPR XBP1 act,tim23-1 inh,Jurkat NFkB inh,697 NFkB inh,APJ antagonist,Mdm2 MdmX PPI,UPR CHOP act
O=C(Nc1ccc(N2CCCCC2)c(Cl)c1)c1ccc(N2CCOCC2)c([N+](=O)[O-])c1,-5,1,32,31,4,21,39,2.0
O=C1CN(C(=O)c2ccc(Cl)c([N+](=O)[O-])c2)c2ccccc2N1,-1,2,-1,6,9,41*,11,-1.2
COc1cc(C(C[N+](=O)[O-])c2c(N)n(C)c(=O)n(C)c2=O)ccc1O (centres undefined),-1,4,48,15,7,-1,5,3.1

# Some of the entries so far, with two lines to a compound:
# Every second line gives: APJ agonist, UPR XBP1 act, tim23-1 inh, Jurkat NFkB inh, 697 NFkB inh, APJ antagonist, Mdm2 MdmX PPI, UPR CHOP act
> Cc1cc(C)c(NC(=O)CSc2nc3ccc(N4C(=O)c5ccccc5C4=O)cc3s2)c(C)c1
→ -3, 2, -22, -9, -4, -5, 8, -0.1
> Cc1ccc(S(=O)(=O)N2CCN(C(=O)Cc3ccccc3)CC2)cc1
→ 0, 2, 11, 8, 16, -8, 25, -1.2

# Additional records follow:
SMILES,APJ agonist,UPR XBP1 act,tim23-1 inh,Jurkat NFkB inh,697 NFkB inh,APJ antagonist,Mdm2 MdmX PPI,UPR CHOP act
Cc1cccc(C)c1NC(=O)C(C)Sc1nnc(C)n1CC1CCCO1 (centres undefined),-2,-2,5,19,6,13,-10,1.5
CCn1cc(CN2CCCC(CO)(Cc3ccc(F)cc3)C2)c2ccccc21 (centres undefined),3,0,4,5,-6,11,19,-0.9
CC(C)c1ccc(-c2c(C#N)c(N)nc(SCC(=O)N3CCCCC3)c2C#N)cc1,9,29,-7,-10,-3,-3,44,6.6
COc1ccc(/C=N/n2c(=O)[nH]c3c([nH]c4ccc(Cl)cc43)c2=O)cc1CN1CCCCC1,-2,-3,27,9,-2,13,-6,-0.5
OC(c1cccc(Cl)c1)c1nccc2ccccc12 (centres undefined),-2,-3,12,0,-3,-2,10,-1.5
COc1ccccc1NS(=O)(=O)c1ccc2c(c1)OCCO2,0,1,13,0,11,-1,2,0.2
Cc1ccc(SCC(=O)NC(=O)NC2CCCC2)c(C)c1,8,1,26,-9,-9,5,0,-1.8
CCOC(=O)c1c(S(=O)(=O)Nc2ccc(C)c(F)c2)c(C)n(C)c1C,-3,1,1,28,13,-12,11,0.6
Cc1csc2ncnc(NNC(=O)c3ccc(Cl)cc3)c12,-7,-5,1,-2,-28,31,22,2.4
CCOC(=O)N1CCC(N2C(=O)c3ccccc3C2Nc2ccc(S(=O)(=O)N3CCCCC3)cc2)CC1 (centres undefined),-2,-1,1,8,-9,-23,13,-1.0
FC(F)c1nc2ccccc2[nH]1,-3,-2,-4,2,1,-6,-24,0.3
CCCCc1cc(=O)oc2cc(OS(C)(=O)=O)ccc12,2,-3,-7,0,-10,13,7,-0.8
CCN(CC(=O)Nc1ccc(OC)cc1)C(=O)c1ccc(NS(=O)(=O)c2ccc(C(C)=O)cc2)cc1,0,3,-8,-11,7,13,-13,1.9
CC(C)(C)[C@H]1COC(=O)[C@@H](Cc2ccc(F)cc2)C/C=C\C[C@@H](CC(=O)N[C@@H](CO)Cc2ccccc2)C(=O)N1,4,-2,2,-2,2,-3,10,2.0
CC(C)c1cc(C(N)=O)c(NC(=O)c2cccc(COc3ccc(Cl)cc3)c2)s1,-3,-5,2,-13,-66,3,-12,-5.6
CCn1c(Cc2c(C)[nH]c3ccccc23)n[nH]c1=S,4,-1,1,6,-7,-13,-25,2.3
CCn1c(SCC(=O)NC2=NCCS2)nnc1C(C)NC(=O)c1ccccc1F (centres undefined),-2,1,20,-5,15,-9,6,0.6
Nc1cccc(C(=O)Nc2cccc3ncccc23)c1,0,-3,-1,-5,7,1,5,-0.6
CCN(CC)S(=O)(=O)c1ccc(NS(=O)(=O)c2ccc(F)cc2)cc1,-2,0,0,12,9,6,10,0.0
O=C(/C=C/c1ccc(Cl)cc1Cl)Nc1cccc(S(=O)(=O)NC2=NCCC2)c1,-4,-2,9,-107,-79,-8,-85,1.8
CCC(C)NS(=O)(=O)c1ccc(S(=O)(=O)N(CCc2ccc(OC)c(OC)c2)Cc2cccs2)cc1 (centres undefined),-1,1,20,21,-5,-4,30,1.2
CS(=O)(=O)N1CCN(c2ccc([N+](=O)[O-])c(NCCN3CCOCC3)c2)CC1,-3,-1,0,11,-14,-6,21,-2.1
Cc1nnc(NC(=O)CCn2c(=O)oc3ccccc32)s1,2,-5,6,-13,-2,-22,22,1.8
O=C(c1ccc(Cn2cc(Br)cn2)o1)n1cccn1,1,-2,21,6,-16,-4,-12,2.5
CCCCCCCc1n[nH]c(=S)n1Cc1ccccc1,-2,0,40,-3,-12,16,39,-0.4
Cc1c(S(=O)(=O)N2CCN(C(c3ccccc3)c3ccccc3)CC2)c(=O)n(C)c(=O)n1C,0,-1,3,-5,-15,-5,8,0.8
CC(C)Cc1ccc(C(C)NC(=O)Cc2ccc(S(=O)(=O)N3CCOCC3)s2)cc1 (centres undefined),-2,0,11,13,5,2,0,0.2
O=C(C[C@@H]1C/C=C\C[C@H](Cc2ccc(F)cc2)C(=O)OCCNC1=O)N[C@H](CO)Cc1ccccc1,0,-3,-3,-5,-5,1,-27,-0.6
COc1ccc(-c2oc(=O)c3cc(OC)c(OC)cc3c2C#CCCCO)cc1,0,7,34,-27,16,8,48,1.2
CN1CCN(c2ccc(NC(=O)c3ccc4c(c3)[nH]c(=O)n4Cc3ccc(F)cc3)cc2)CC1,-2,1,20,12,-10,-22,49,2.7
Cc1cc(NC(=O)c2ccccc2O)nc(C)n1,-2,0,7,-12,6,4,-4,-0.2
O=C(O)C/C(=C\c1ccc(Cl)cc1)c1nc2ccccc2o1,-2,-3,24,-14,6,-9,-31,-1.6
CN(C)c1ccc(CNC(=O)C2CCN(S(=O)(=O)c3ccc4c(c3)CCC(=O)N4)CC2)cc1,-2,-1,-3,6,10,-12,-20,0.3
COc1ccc(S(=O)(=O)Cc2ccc(C(=O)N3CCN(Cc4ccccc4)CC3)o2)cc1,0,-1,21,-2,3,-5,-9,3.1
Cc1ccc(NC(=O)C2=C(C(=O)O)CCCC2)cc1F,-3,3,-15,8,15,2,14,-1.4
Cc1cccc(C(C(=O)NC2CCCC2)N(C(=O)c2csnn2)C2CCCC2)c1 (centres undefined),-2,-3,16,12,13,18,-3,3.4
CC(c1ccccc1)n1c(-c2ccc(Cl)cc2)n[nH]c1=S (centres undefined),-2,-1,55*,1,-16,12,-20,1.9
Cc1ccc(S(=O)(=O)N(C)c2ccc(OCC(=O)NCC3(N(C)C)CCCCC3)cc2)cc1,-6,-2,-14,-28,4,23,23,1.0
COCCNc1oc(-c2ccccc2Cl)nc1S(=O)(=O)c1ccc(C)cc1,-4,2,16,10,-6,-4,8,-1.4

# With a hit mark in APJ antagonist, among the entries above:
Compound	APJ agonist	UPR XBP1 act	Jurkat NFkB inh	697 NFkB inh	APJ antagonist	Mdm2 MdmX PPI
O=C1CN(C(=O)c2ccc(Cl)c([N+](=O)[O-])c2)c2ccccc2N1	-1	2	6	9	41*	11

# Screening data: PubChem BioAssay, Sanford-Burnham Center for Chemical Genomics
